# Bioassay records: PubChem BioAssay, National Center for Advancing Translational Sciences (NCATS)
# FUS yeast rescue – qHTS for Suppressors of FUS Proteinopathy: Primary screen using FUS-linked yeast assay | actives 0.24% (n = 390,000) | Potency, µM (titrated, usually from 76.6 µM), inactives show top-dose growth rescue (activation), most hits filed as activators | S. cerevisiae FUS-expressing, growth rescue, OD600, 24 h;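 further: plate controls were DMSO vehicle for no effect and reference control for full effect; nearly all actives have a fitted effect of over 55% in size; some results filed as inactive show a strong effect at the top dose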
#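 Yeast FUS proteinopathy model; galactose-induced FUS (2%), starting OD 0.005. Cpds in dilution series, 24hr, 30C, 99% humidity. Abs 600 nm growth. Pos ctrl CP55940 (top 92uM final); neg ctrl DMSO.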
# EPAC1 agonist – qHTS for Agonist of cAMP-regulated guanine nucleotide exchange factor 3 (EPAC1): primary screen. Rap guanine nucleotide exchange factor 3 (Homo sapiens), O95398. Potency, µM (series often up to 154 µM), inactives show top-dose activation, hits mostly activators. actives 0.073% (n = 360,000). EPAC1 agonist qHTS, biochemical assay; response scale: 100% = response to 6.5 mM cAMP; further: nearly all actives have a fitted effect of over 60% in size
#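 Fluorescent GDP-exchange assay: 100 nM EPAC1 with 250 nM Rap1B preloaded with BODIPY-GDP and 50 uM GDP; compounds tested as concentration series, 5 min at room temperature, then read every 5 min for 30 min (ex 480/em 540 nm); normalized to 6.5 mM cAMP.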
# aSyn yeast inh – qHTS of alpha-syn Inhibitors; Yeast expressing alpha-synuclein, growth rescue, BacTiter-Glo, 24 h; Potency, µM (series often up to 46.1 µM), for inactives: top-dose growth rescue (activation), usual class: activators; actives 0.14% (n = 370,000); further: % of control where 0% means no effect; nearly all actives have a fitted effect of over 65% in size
#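 Readout is rescue of growth in alpha-synuclein-expressing yeast, so inhibitors of toxicity appear as activators. Growth after 24 hr at 30 deg C in galactose medium is quantified by luminescence.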
# TDP-43 yeast inh – qHTS of TDP-43 Inhibitors; TDP-43 expressing yeast growth rescue, BacTiter-Glo, 24 h; Potency, µM (highest dose often 46.1 µM), inactives show at the highest dose growth rescue (activation), usual class: activators; actives 1.8% (n = 410,000); AID 652104, 2013; further: % of control where 0% means no effect; nearly all actives have a fitted effect of over 50% in size
#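 In this qHTS, compounds that restore growth of yeast expressing TDP-43 appear as activators. Cells (OD600=0.02, galactose medium, raffinose-pregrown) are incubated with compound 24 hr at 30 deg C and growth is quantified by BacTiter-Glo.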
# PTHR1 ag – qHTS for PTHR1 Agonists: Primary Screen | Parathyroid hormone/parathyroid hormone-related peptide receptor (Homo sapiens), Q03431 | HEK293 GP2 PTHR1 cells, GloSensor cAMP luminescence, 1 h | Potency, µM (top dose mostly 115 µM), without a hit: at the highest dose activation, actives largely listed as activators | actives 0.075% (n = 410,000) | AID 743266, 2014; further: nearly all actives have a fitted effect of over 55% in size; some results filed as inactive show a strong effect at the top dose; inactives centre near -15; many of its hits are not listed in these tables
# Target sequence (Q03431 whole entry, looked up): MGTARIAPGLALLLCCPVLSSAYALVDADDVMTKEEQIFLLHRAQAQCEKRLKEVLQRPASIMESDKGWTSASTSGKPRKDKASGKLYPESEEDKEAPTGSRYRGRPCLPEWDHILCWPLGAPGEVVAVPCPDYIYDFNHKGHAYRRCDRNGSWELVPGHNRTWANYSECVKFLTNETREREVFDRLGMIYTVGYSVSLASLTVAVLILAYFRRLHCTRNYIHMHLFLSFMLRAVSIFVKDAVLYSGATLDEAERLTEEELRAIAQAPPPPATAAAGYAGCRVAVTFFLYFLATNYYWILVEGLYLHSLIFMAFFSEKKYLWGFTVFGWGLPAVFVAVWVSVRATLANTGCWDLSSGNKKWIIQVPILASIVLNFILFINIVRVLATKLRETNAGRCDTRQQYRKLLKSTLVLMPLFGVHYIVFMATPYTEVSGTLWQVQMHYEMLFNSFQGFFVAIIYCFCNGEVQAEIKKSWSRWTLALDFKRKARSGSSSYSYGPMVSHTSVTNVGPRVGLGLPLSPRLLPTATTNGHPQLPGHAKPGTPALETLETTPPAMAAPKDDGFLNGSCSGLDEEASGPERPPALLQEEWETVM
#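 HEK-293-derived GP2 cells expressing PTHR1 and a GloSensor cAMP reporter, 3,000/well, plated overnight, given luciferin plus IBMX (each 0.5 mM as added) for 1 h at 37 °C, then compound for 1 h at 37 °C. Luminescence was read after 15 min at room temperature.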
# EPAC1 antag – qHTS for Antagonist of cAMP-regulated guanine nucleotide exchange factor 3 (EPAC1): primary screen. Rap guanine nucleotide exchange factor 3 (Homo sapiens), O95398. EPAC1 GEF assay, Rap1b-BODIPY-GDP exchange fluorescence. Potency, µM (top dose mostly 115 µM), for the others: at the top dose activity change, negative = inhibition, hits mostly inhibitors. actives 0.14% (n = 360,000);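 further: plate controls were vehicle for no effect and positive control for full effect; nearly all actives have a fitted effect of over 50% in size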
# EPAC2 agonist – qHTS for Agonist of cAMP-regulated guanine nucleotide exchange factor 4 (EPAC2): primary screen. EPAC2 activation, biochemical qHTS; response scale: 100% = 6.5 mM cAMP response. Potency, µM (top dose mostly 154 µM), for the others: at the top dose activation, most hits filed as activators. actives 0.079% (n = 360,000). AID 720711, 2013; further: nearly all actives have a fitted effect of over 50% in size
#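 Fluorescence exchange assay: 100 nM EPAC2 with 250 nM RAP1B-BODIPY-GDP and 50 uM GDP; compounds tested as a concentration-titration series (qHTS). Loss of Rap1-bound BODIPY-GDP fluorescence read at 480/540 nm; data normalized to 6.5 mM cAMP.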
# EPAC2 antag – qHTS for Antagonist of cAMP-regulated guanine nucleotide exchange factor 2 (EPAC2): primary screen | actives 0.18% (n = 360,000) | Rap guanine nucleotide exchange factor 4 (Homo sapiens), Q8WZA2 | AID 720708, 2013 | Potency, µM (titrated, usually from 114 µM), inactives show top-dose activity, negative = inhibition, usual class: inhibitors | EPAC2 GEF exchange of Rap1B-BODIPY-GDP, fluorescence; further: on the % scale 0 is the no-effect control and ±100 the full control effect; nearly all actives have a fitted effect of over 45% in size; many of its hits are not listed in these tables
# * hit, by the source's call; i = inactive; ? = inconclusive; . = not tested or not shown; [ ] = another dose, or the depositor's remark. The call rests on the fitted dose curve; in most records, active means well fitted curve in the direction sought with a large enough effect; inconclusive means small, poorly fitted or top-dose-only effect, or another doubt; inactive means no such curve, though single readings can be large; an effect the other way counts as inactive or inconclusive. Potency means the concentration at half of the fitted maximal effect. Some of the compounds tested. The share of hits here may be higher or lower than overall.
item	SMILES	FUS yeast rescue	EPAC1 agonist	aSyn yeast inh	TDP-43 yeast inh	PTHR1 ag	EPAC1 antag	EPAC2 agonist	EPAC2 antag
1	O=C(Nc1nc2ccccc2[nH]1)c1ccccc1OC(F)F	-6%	-1%	0%	-30%	-38%[inhibitor]	-22%	17%	5%
2	COc1ccc(S(=O)(=O)N(C)C)cc1NC(=O)C1CCN(c2ncnc3sc(C)c(C)c23)CC1	30%	-4%	-2%[1.84 µM]	0%	-87%[inhibitor]	2%	13%	1%
3	CCC(C)[C@H](NC(=O)OC(C)(C)C)C(=O)N/N=C/C1=Cc2ccccc2OC1 (stereo partly drawn)	28µM*	-2%	0%	-19%	i	-5%	-15%	-5%
4	C=CCNc1nc(-c2ccc(O)c(C(N)=O)c2)cs1	11%	-7%	-9%	0%	-6%	-2%	1%	7%
5	CC(C)(C)NC(=O)COC(=O)c1ccccc1Nc1ccc(SC(F)F)cc1	-2%	0%	-16%	-20%	-29%	-18%	-7%	-7%
6	Cc1nn(C)cc1/C=N/NC(=S)Nc1ccccc1	24%	5%	0%	?	-13%[57.5 µM]	1%	0%	6%
7	N#Cc1c(-c2ccccc2)nc2n(-c3ccccc3)nc(C(=O)Nc3ccccc3)n2c1=O	-15%	-2%	-8%	2%	i	6%	-2%[15.6 µM]	-7%
8	CCN(Cc1ccccc1)S(=O)(=O)c1c(C)[nH]c(C)c1C(=O)N1CCCC1	25%	-7%	-3%	-25%	?	3%	3%	10%
9	CCN(C(=O)c1cccc(F)c1)c1ccccc1C	-2%	-5%	-1%	-7%	-2%	-14%	-3%	6%
10	CCN(CC)C(=S)SCC(=O)c1ccccc1	-1%	2%	11%	?	-19%	-17%	13%	-3%
11	COc1cccc(-c2nc3n(n2)CCc2ccccc2-3)c1	13%	9%	11%	?	-38%[inhibitor]	-2%	11%	-15%
12	CO/N=C\CC(=O)Nc1ccc(F)cc1	-9%	0%	0%	15%	-18%[57.5 µM]	-9%	1%	0%[57.1 µM]
13	O=C(CCCOc1ccc(Cl)cc1Cl)NC(Cc1ccccc1)C(=O)O (stereo not drawn)	.	-1%	0%	4%	i	4%	0%	-2%
14	Cc1ccc(C(C)NC(=O)c2ccc3c(c2)OCO3)cc1C (stereo not drawn)	-16%	2%	-8%	?	-11%	-14%	16%	-10%
15	CCc1nnc(NC(=O)C2CCN(c3nc(C)cc(C)n3)CC2)s1	3%	-1%	-1%	19%	-10%	-1%	9%	1%
16	CCc1ccc(NC(=O)c2cnn(-c3ccccc3)c2C2CCNCC2)cc1	8%	14%	-1%	0%	i	-17%	9%	1%
17	O=C(OC(C(=O)NCC1CCCO1)c1ccc(F)cc1)c1ccco1 (stereo not drawn)	2%	4%	-2%	8%	i	2%	5%	2%
18	C[C@@H]1CN([C@@H](C)CO)C(=O)CCCn2nncc2CO[C@H]1CN(C)C(=O)c1ccc(N2CCN(C)CC2)cc1	-11%	-15%	-21%	-4%	0%	-6%	8%	8%
19	COc1ccc(CNC(=O)C[C@H]2C(=O)N(CCc3ccccc3)C[C@@H]2Cc2ccccc2)cc1	40%	6%	1%	13%	-39%[inhibitor]	-10%	18%	4%
20	COc1ccc(-n2c(SCC(=O)NCc3ccc(Cl)cc3)nc3ccsc3c2=O)cc1	1%	.	0%	1%	?	.	.	.
21	COCCOC(=O)c1ccc(NC(=O)COc2ccc([N+](=O)[O-])cc2)cc1	?	5%	-1%	15%	-39%[inhibitor]	?	0%	4%
22	CN(C)C(=O)COc1ncnc2scc(-c3ccc(F)cc3)c12	31%	1%	0%	12%	i	-19%	0%	3%
23	Cc1cccc(C)c1OCc1cc(C(=O)NC2CCC2)no1	-32%	-5%	1%	29%	i	-4%	-1%	1%
24	COc1ccc(C(O)Cc2nc3ccccc3n2C)cc1OC (stereo not drawn)	3%	9%	2%	4%	i	-1%	5%	-3%

# Arranged by number of heavy atoms (largest number first): some entries from above.
item	SMILES	FUS yeast rescue	EPAC1 agonist	aSyn yeast inh	TDP-43 yeast inh	PTHR1 ag	EPAC1 antag	EPAC2 agonist	EPAC2 antag
19	COc1ccc(CNC(=O)C[C@H]2C(=O)N(CCc3ccccc3)C[C@@H]2Cc2ccccc2)cc1	40%	6%	1%	13%	-39%[inhibitor]	-10%	18%	4%
13	O=C(CCCOc1ccc(Cl)cc1Cl)NC(Cc1ccccc1)C(=O)O (stereo not drawn)	.	-1%	0%	4%	i	4%	0%	-2%
15	CCc1nnc(NC(=O)C2CCN(c3nc(C)cc(C)n3)CC2)s1	3%	-1%	-1%	19%	-10%	-1%	9%	1%

# (list continues)
item	SMILES	FUS yeast rescue	EPAC1 agonist	aSyn yeast inh	TDP-43 yeast inh	PTHR1 ag	EPAC1 antag	EPAC2 agonist	EPAC2 antag
25	COC(=O)c1ccc(Cn2c(C)c(C(=O)Nc3cccc(Oc4ccccc4)c3)sc2=O)o1	?	0%	0%	0%	-76%[inhibitor]	-6%	3%	-2%
26	CC(C)Oc1cc(F)ccc1-c1cc(C(=O)NCc2ccccn2)[nH]n1	-5%	-6%	-3%	8%	-16%	5%	0%	6%
27	CCC(=O)c1ccc(N2CCN(C(=O)Cc3ccccc3)CC2)c(F)c1	12%	-9%	-9%	10%	-11%	-8%	0%	1%
28	C=CCNC(=O)COC(=O)c1c2c(nc3ccccc13)CCC2	28%	9%	-2%	-14%	-10%	-10%	7%	0%
29	CC(C)(C)NC(=O)CSc1nc2ccc(NC(=O)CSc3nnc(N)s3)cc2s1	28%	5%	1%	19%	-22%	22%	3%	14%
30	N#CCCN1CCN(Cn2c3ccccc3c3ccccc32)CC1	-6%	-3%	-2%	15%	i	-14%	1%	2%
31	CN(c1cccc2cccnc12)S(=O)(=O)c1ccccc1	-7%	13%	-7%	0%	-5%	8%	6%	-2%
32	O=C(CN1C(=O)N/C(=C\c2ccccc2OCc2ccc(C(=O)O)cc2)C1=O)Nc1ccccc1F	30%	0%	-8%	-2%	i	35µM*	9%	1%
33	CCc1ccc(/C=C2\SC(=S)N(CCCC(=O)Nc3ccccc3C(=O)O)C2=O)cc1	9%	-13%	9%	-9%	-12%	?	-9%	?
34	COCCN1CCN(Cc2cn[nH]c2-c2cc3ccccc3o2)CC1	-32%	14%	-1%	18%	i	-15%	7%	-3%
35	Nc1c(N=O)c(=O)[nH]c(=O)n1-c1ccccc1	-1%	-16%	0%	3%	-3%	-2%	2%	-2%
36	CNC(=O)CN1C(=O)NC(Cc2c[nH]c3ccccc23)C1=O (stereo not drawn)	12%	6%	-7%	-7%	i	-11%	10%	-4%
37	COc1ccc(C(C(=O)NC2CCCCC2)N(Cc2cccnc2)C(=O)c2snc(C(N)=O)c2N)cc1 (stereo not drawn)	18%	-12%	0%	-15%	-9%	-4%	-11%	12%
38	O=C(NCc1ccccc1)c1nccnc1CO	6%	-5%	-3%	6%	i	-21%	6%	8%
39	CC1(c2ccc3ccccc3c2)NC(=O)N(CC(=O)Nc2ncccc2O)C1=O (stereo not drawn)	-5%	6%	-12%	5%	-1%	19%	8%	6%
40	COc1ccc(CCN2C(=O)C(C)=C(C)C2=O)cc1OC	-14%	-1%	6%	?	i	2%	-1%	1%
41	CCOC(=O)c1c(C)[nH]c(C(=O)COC(=O)/C=C/c2ccc(O)c(OC)c2)c1C	15%	-10%	5%	13%	i	-19%	-6%	7%
42	COc1ccc(C2Nc3ccccc3C(=O)N2Cc2ccccc2)cc1CN1CCOCC1 (stereo not drawn)	10%	5%	2%	-3%	i	-29%	4%	-8%
43	CC1CN(C(=O)c2cc(COc3c(F)cccc3F)on2)CCN1C (stereo not drawn)	.	5%	-11%	-13%	15%	-19%	6%	-13%
44	CC(C)C[C@@H](CN1CCCC1CN1C(=S)NC[C@@H]1Cc1ccc(O)cc1)N1C[C@H](Cc2ccccc2)N(CC2CCCCCC2)C1=S (stereo partly drawn)	?	-8%	-33%[inhibitor]	9%	i	-2%	1%	0%
45	Cc1ccc(S(=O)(=O)Nc2cc(C(=O)NCCN3CCCC3)ccc2N2CCCCC2)cc1	15%	-2%	0%	-22%	-7%[57.5 µM]	-12%	?	9%
46	O=C(c1ccco1)N1CCN(C(=O)C23CC4CC(CC(C4)C2)C3)CC1	9%	3%	-5%	0%	-25%	7%	7%	4%
47	C/C(=N\NC(=O)c1nn(C)c(C)c1Br)c1ccc(NC(=O)C2CCCC2)cc1	8%	8%	1%	17%	i	11%	-3%	4%
48	CN(C)c1cc2c(c(N(C)C)c1)C(=O)c1ccccc1C2=O	10%	-10%	-12%	0%	-18%	-5%	-7%	-3%
49	CCOc1ccc(S(=O)(=O)Nc2ccc(C(=O)N(CC)CC(=O)NCc3cccs3)cc2)cc1	21%	-1%	0%	17%	-18%	-5%	3%	4%
50	O=C(C1=C(O)C(=O)N(c2ncccn2)C1c1ccc(Cl)c(Cl)c1)c1ccco1 (stereo not drawn)	?	8%	-17%	-24%	i	-15%	1%	-5%
51	CCN(CC)C(=O)COc1coc(CN2CCN(c3ccc(F)cc3)CC2)cc1=O	-22%	-7%	-2%	-2%	i	-1%	4%	4%
52	O=c1c2ccccc2nc(COc2ccccc2)n1/N=C/c1ccco1	50%	5%	0%	1%	-7%[57.5 µM]	2%	19%	-8%
53	COC(=O)C1C(=O)C=C(Nc2ccc(F)cc2F)CC1c1ccccc1 (stereo not drawn)	9%	-10%	-8%	-4%	i	-1%	-10%	-4%
54	CC(C#N)Sc1ccc(S(=O)(=O)N(C)C2CCCCC2)cn1 (stereo not drawn)	46%	12%	-9%	1%	i	-3%	13%	-14%
55	c1ccc(COc2ncnc3c2ncn3CCCN2CCN(Cc3cccc4ccccc34)CC2)cc1	?	2%	0%	13%	-29%	-20%	12%	-2%
56	Cc1cc[n+](CCC(=O)O)c2ccccc12	6%	11%	-4%	4%	-2%[57.5 µM]	-16%	-7%	-2%
57	COc1ccc(S(=O)(=O)N(CC(=O)N2CCOCC2)Cc2ccccc2)cc1	1%	-1%	2%	-14%	-22%[57.5 µM]	6%	3%	3%
